NS5 inhibitors: flavivirus cap methylation enzyme inhibition – biochemical, confirmation dose response, primary screen (AID 588689); Dengue-2 NS5 methyltransferase capping enzyme assay, biochemical; higher % means a stronger effect; inhibition, % at 25 µM; hits with a dose series show IC50 in µM; 340,000 compounds, 0.3% hits; in the data active = a potency from the dose series
* hit, by the source's call.

NS5 inhibitors	compound
-0.6%	CCCCCC(=O)N1C[C@H](O)[C@@H](n2cc(COC(=O)c3ccccc3)nn2)C[C@@H]1c1ccc(C)cc1
1.1%	COc1ccc(S(=O)(=O)N(C)C[C@@H]2OCCCC[C@@H](C)Oc3ccc(NS(=O)(=O)c4cccs4)cc3C(=O)N([C@H](C)CO)C[C@@H]2C)cc1
-6.0%	CC1CCCC(NC(=O)c2cccc(S(=O)(=O)N3CCOCC3)c2)C1C (centres undefined)
2.2%	COc1ccc(C2=NN(CCC(=O)NC3CCCCC3C)C(=O)CC2)cc1 (centres undefined)
4.4%	C[C@H](CO)N1C[C@H](C)[C@@H](CN(C)Cc2cccc(C(=O)O)c2)Oc2cc(Br)ccc2S1(=O)=O
-6.2%	COc1ccc(-c2cnc3c(c2)C(=O)N([C@H](C)CO)C[C@@H](C)[C@H](CN(C)Cc2ccccc2)O3)cc1
-2.9%	C[C@H]1CN([C@@H](C)CO)C(=O)c2cc(-c3cccnc3)cnc2O[C@H]1CN(C)Cc1ccc(Oc2ccccc2)cc1
-8.8%	COc1ccc(NC(=O)c2ccncc2)cc1S(=O)(=O)N1CCCCC1
7.1%	O=C(CS(=O)(=O)c1ccc(Cl)cc1)N1CCN(c2ccccc2)CC1
-6.6%	CCc1cc(-c2nnn(CCC3COCCO3)c2C(C)(C)O)ccc1-c1cn(CCc2c[nH]c3ccccc23)nn1 (centres undefined)
-25.7%	O=S(CC(O)c1ccccc1)c1ccccc1 (centres undefined)
1.1%	O=C(O)c1cc2ccc(O)cc2oc1=O

More structures follow:
NS5 inhibitors	compound
0.6%	C[C@@H]1CN([C@@H](C)CO)S(=O)(=O)c2ccc(Br)cc2O[C@H]1CN(C)C(=O)C1CCC1
0.0%	COc1ccc(CN2C(=O)C(CC(=O)NCCCN(C)C)CC(C(=O)N(C)C)=C2C)cc1 (centres undefined)
-0.6%	C[C@@H]1CCCCO[C@H](CN(C)C(=O)Cc2ccccc2)[C@@H](C)CN([C@H](C)CO)C(=O)c2cc(N(C)C)ccc2O1
-2.8%	N#Cc1ccccc1S(=O)(=O)N1CCN(C(=O)CN(Cc2ccco2)Cc2cccs2)CC1
-5.5%	C[C@@H]1CN([C@H](C)CO)S(=O)(=O)c2ccc(Br)cc2O[C@H]1CN(C)C(=O)Nc1cccc(F)c1
1.7%	CC(C)n1c(=O)nc(-c2ccccc2)c2cc3c(cc21)OCO3
1.6%	Cc1ccc(S(=O)(=O)NCC(=O)NCC(=O)NCCc2ccc(Cl)cc2)cc1C
1.7%	COC(=O)C(CCC(=O)CN1C(=O)c2ccccc2C1=O)N1C(=O)c2ccccc2C1=O (centres undefined)
-2.9%	c1ccc(Cn2nnc3c(NCC4CC4)ncnc32)cc1
-6.4%	C[C@@H]1c2ccccc2N2C[C@H](Cc3ccc(C(=O)c4ccccc4)cc3)C[C@@H]12
-5.0%	C[C@@H]1CCCCO[C@H](CN(C)C(=O)Nc2ccc3c(c2)OCO3)[C@H](C)CN([C@@H](C)CO)C(=O)c2cc(NS(=O)(=O)c3ccc(Cl)cc3)ccc2O1
-4.6%	C[C@@H]1CN([C@H](C)CO)C(=O)c2cc(Br)cnc2O[C@@H]1CN(C)C(=O)C1CCOCC1

Carrying on:
NS5 inhibitors	compound
6.6%	C[C@H](CO)N1C[C@H](C)[C@@H](CN(C)Cc2ccc(-c3ccccc3)cc2)Oc2ncc(C#C[C@@H](C)O)cc2C1=O
2.9%	CCOC(=O)c1cc2c(OC)c(OC)ccc2c2[nH]cc(C#N)c(=O)c12
8.1%	Cc1csc(CN(C)C(=O)CC2C(=O)NCCN2Cc2ccccc2C)n1 (centres undefined)
-2.8%	CCN1C(=O)[C@H]2[C@@H](c3ccc(C)cc3)N[C@]3(CCCN(CCC(C)C)C3=O)[C@H]2C1=O
-0.6%	O=C1CN(CCN2CC(=O)N(Cc3ccccc3)C(=O)C2)CC(=O)N1Cc1ccccc1
4.9%	CCOc1ccc(-c2cccc(NS(=O)(=O)c3cccc([N+](=O)[O-])c3)c2)nn1
-4.6%	COc1ccccc1-c1nnc(NC(=O)CCS(=O)(=O)c2ccc(F)cc2)o1
0.0%	COC(=O)c1ccc(CNC(=O)COC(=O)/C=C/c2cccc(OC)c2)cc1
0.0%	CCCCCCN1C[C@@H](n2cc(COC(=O)c3ccccc3)nn2)[C@H](O)C[C@@H]1c1ccc(Cl)cc1
3.3%	Cc1cc(C)c2c(=O)n3c(nc2c1)C(Cc1ccc(O)cc1)NC(=O)c1cccnc1-3 (centres undefined)
-10.4%	C[C@H]1CN([C@@H](C)CO)S(=O)(=O)c2ccc(C3=CCCC3)cc2O[C@@H]1CN(C)C(=O)C1CCCCC1
0.0%	CCN1CCN(c2ccc(NC(=O)CC3OC(=O)c4ccccc43)cc2C)CC1 (centres undefined)

Later entries:
NS5 inhibitors	compound
-2.9%	CC12CCCC(=O)C1CCC(=Cc1ccco1)C2=O (centres undefined)
4.6%	COc1ccc(CCNC(=O)CSc2nc3ccsc3c(=O)n2Cc2ccccn2)cc1OC
1.1%	Cc1cc2c(=O)[nH]c(N)nc2[nH]1
4.0%	Cc1ccc2c(c1)sc1nncn12
-0.6%	CCOC(=O)c1csc(CCNC(=O)c2ccccc2)n1
4.0%	COc1cc(C=C2NC(=O)NC2=O)ccc1O
-6.0%	COCCNC(=O)c1ccc(N2CC3CC(C2)c2cccc(=O)n2C3)c(NC(=O)c2ccc(C(C)(C)C)cc2)c1 (centres undefined)
-0.6%	Cc1ccccc1-c1cnc2c(c1)C(=O)N([C@@H](C)CO)C[C@@H](C)[C@H](CN(C)Cc1ccccc1F)O2
-4.6%	Cc1n[nH]c(=O)n(N=Cc2cccs2)c1=O
3.4%	CCCN(C)C[C@@H]1Oc2ncc(Br)cc2C(=O)N([C@@H](C)CO)C[C@H]1C
-11.0%	C[C@@H]1CN([C@H](C)CO)C(=O)CCCn2cc(nn2)CO[C@H]1CN(C)S(=O)(=O)c1ccc(-n2cccn2)cc1
-2.2%	Cc1ccc(/C=C/C(=O)OCC(=O)N(C)c2c(N)n(Cc3ccccc3)c(=O)[nH]c2=O)o1

Following part.
NS5 inhibitors	compound
0.6%	C[C@@H](CO)NC(=O)c1[nH]cnc1C(=O)Nc1ccc(CNC(=O)OC(C)(C)C)cc1
1.1%	COCC(=O)Oc1cc(-c2ccc(C)cc2C)c(OC(=O)COC)c(-c2ccc(C)cc2C)c1
1.1%	O=C(Nc1ccccn1)C1CCN(C(=O)c2ccc(Cl)cc2)CC1
3.4%	Cc1ccc(CN2CCC(C(=O)c3ccc(F)cc3)CC2)cc1
4.5%	CC1(C)CC(=O)C=C(c2n[nH]nc2-c2ccccc2)C1
-0.6%	CC1CN(C(=O)COC(=O)/C=C/c2ccccc2)CC(C)O1 (centres undefined)
4.5%	COc1ccc(NC(=O)C[C@H]2C(=O)N(c3ccc(Br)cc3)C[C@@H]2c2ccc(OC)cc2)cc1
3.4%	COc1ccc(NC(=O)C[C@H]2C(=O)N(C3CCCCC3)C[C@@H]2c2ccc(OC)cc2)cc1
-4.0%	COc1ccc2c(C)cc(=O)sc2c1
-2.3%	Nc1nnc2cc(F)ccc2n1
-2.9%	CC1CN=C(NS(=O)(=O)c2ccccc2)N1 (centres undefined)
4.1%	C[C@@H]1CN([C@@H](C)CO)C(=O)CCCn2nncc2CO[C@H]1CN(C)C(=O)CCC(F)(F)F

A draw from above in order of length of the SMILES, falling:
NS5 inhibitors	compound
-11.0%	C[C@@H]1CN([C@H](C)CO)C(=O)CCCn2cc(nn2)CO[C@H]1CN(C)S(=O)(=O)c1ccc(-n2cccn2)cc1
-10.4%	C[C@H]1CN([C@@H](C)CO)S(=O)(=O)c2ccc(C3=CCCC3)cc2O[C@@H]1CN(C)C(=O)C1CCCCC1
-0.6%	Cc1ccccc1-c1cnc2c(c1)C(=O)N([C@@H](C)CO)C[C@@H](C)[C@H](CN(C)Cc1ccccc1F)O2
-6.0%	COCCNC(=O)c1ccc(N2CC3CC(C2)c2cccc(=O)n2C3)c(NC(=O)c2ccc(C(C)(C)C)cc2)c1 (centres undefined)
4.1%	C[C@@H]1CN([C@@H](C)CO)C(=O)CCCn2nncc2CO[C@H]1CN(C)C(=O)CCC(F)(F)F
4.5%	COc1ccc(NC(=O)C[C@H]2C(=O)N(c3ccc(Br)cc3)C[C@@H]2c2ccc(OC)cc2)cc1
-2.2%	Cc1ccc(/C=C/C(=O)OCC(=O)N(C)c2c(N)n(Cc3ccccc3)c(=O)[nH]c2=O)o1
3.4%	COc1ccc(NC(=O)C[C@H]2C(=O)N(C3CCCCC3)C[C@@H]2c2ccc(OC)cc2)cc1
0.6%	C[C@@H](CO)NC(=O)c1[nH]cnc1C(=O)Nc1ccc(CNC(=O)OC(C)(C)C)cc1
1.1%	COCC(=O)Oc1cc(-c2ccc(C)cc2C)c(OC(=O)COC)c(-c2ccc(C)cc2C)c1
3.4%	CCCN(C)C[C@@H]1Oc2ncc(Br)cc2C(=O)N([C@@H](C)CO)C[C@H]1C
4.6%	COc1ccc(CCNC(=O)CSc2nc3ccsc3c(=O)n2Cc2ccccn2)cc1OC
0.0%	CCN1CCN(c2ccc(NC(=O)CC3OC(=O)c4ccccc43)cc2C)CC1 (centres undefined)
-0.6%	CC1CN(C(=O)COC(=O)/C=C/c2ccccc2)CC(C)O1 (centres undefined)
4.5%	CC1(C)CC(=O)C=C(c2n[nH]nc2-c2ccccc2)C1
-0.6%	CCOC(=O)c1csc(CCNC(=O)c2ccccc2)n1
-2.9%	CC12CCCC(=O)C1CCC(=Cc1ccco1)C2=O (centres undefined)
-4.6%	Cc1n[nH]c(=O)n(N=Cc2cccs2)c1=O
-2.9%	CC1CN=C(NS(=O)(=O)c2ccccc2)N1 (centres undefined)
4.0%	COc1cc(C=C2NC(=O)NC2=O)ccc1O
-4.0%	COc1ccc2c(C)cc(=O)sc2c1
4.0%	Cc1ccc2c(c1)sc1nncn12
-2.3%	Nc1nnc2cc(F)ccc2n1

More results
NS5 inhibitors	compound
0.6%	O=C(CSC1=NCCS1)N1N=C(c2cccs2)CC1c1ccc(F)cc1 (centres undefined)
2.9%	N#CCCC(C#N)(c1cccnc1)N1CCOCC1 (centres undefined)
0.6%	C[C@H](NC(=O)c1ncn2c1C(=O)N[C@@H](C)C2)C(=O)OC(C)(C)C
4.4%	CCOc1ccc(NC(=O)CSc2nc3ccsc3c(=O)n2CCCCCC(=O)O)cc1
7.1%	CCOc1ccc(-c2nnc(NC(=O)COc3ccccc3F)o2)cc1
3.4%	CC(C)NC(=O)c1ccc(COc2cccc3ccccc23)o1
-1.1%	O=[N+]([O-])c1ccc(S(=O)(=O)NCC(c2ccc3c(c2)OCO3)N2CCOCC2)cc1 (centres undefined)
4.0%	COc1ccc(-c2csc(NC(=O)CS(=O)(=O)c3ccccc3)n2)cc1OC
-12.2%	O=c1c2ccccc2on1-c1ccccc1
1.7%	COc1cc(C=NNC(=O)C(=O)Nc2cccc(Cl)c2)cc(OC)c1O
4.9%	O=C(Nc1c2c(nn1-c1ccccc1)CS(=O)(=O)C2)c1ccc(Br)o1
2.9%	COc1cc(CC(=O)C(=O)O)oc(=O)c1

The list goes on:
NS5 inhibitors	compound
-1.7%	COC(=O)c1ccccc1S(=O)(=O)N1CCC(C(=O)NCc2ccccn2)CC1
-9.1%	C[C@@H]1CN([C@@H](C)CO)C(=O)CCCn2nncc2CO[C@H]1CN(C)S(=O)(=O)c1ccc2ccccc2c1
-11.0%	C[C@@H]1CN([C@H](C)CO)C(=O)CCCn2nncc2CO[C@@H]1CN(C)C(=O)Nc1ccnc(N2CCOCC2)c1
-1.1%	Cc1cc2c3ccccc3[nH]c(=O)n2n1
-2.9%	CCc1ccc(CCC(=O)N2CCN(S(=O)(=O)c3ccc(Br)cc3)CC2)cc1
5.8%	COCC1CCCCN1C(=O)c1cc(COc2ccc(C)c(C)c2)on1 (centres undefined)
-7.1%	Cc1nn(-c2ccccc2)c(C)c1NC(=O)COc1ccccc1C#N
-1.6%	COc1ccc(C(=O)OCC(=O)Nc2cc(C)on2)cc1F
-4.0%	CC1(C)CNC(=S)N1Cc1ccccc1
-6.3%	COCCN(C(=O)COC(=O)c1c(C)nn(-c2ccccc2)c1C)c1c(N)n(Cc2ccccc2)c(=O)[nH]c1=O
-1.1%	O=C(COC(=O)/C=C/c1ccc2c(c1)OCO2)NCc1ccc(F)cc1
0.0%	CN(Cc1ccccc1C(F)(F)F)C(=O)C1CCC(=O)N(CC2CCCCC2)C1 (centres undefined)

Next entries:
NS5 inhibitors	compound
1.7%	CCN(CC(=O)Nc1c(F)cccc1F)C(=O)C1CCCO1 (centres undefined)
-1.6%	Cc1ccc(C(=O)NCC(=O)OCCCn2c(=O)[nH]c3ccccc32)cc1C
-6.3%	COc1ccc(Cl)cc1NC(=O)CCCn1c(=O)c2cccn2c2cccnc21
-8.2%	COc1ccc(-n2nnnc2CNC(=O)C2CC(=O)N(c3ccc(F)cc3)C2)cc1 (centres undefined)
-4.0%	C[C@@H]1CN([C@@H](C)CO)C(=O)CCCn2nncc2CO[C@@H]1CN(C)C(=O)NC1CCCCC1
-5.7%	Cc1ccc(S(=O)(=O)N2C[C@H]3N(C(=O)OC(C)C)N(C(=O)OC(C)C)C[C@H](OC(=O)NCC4CCCCC4)[C@@]3(O)C2)cc1
3.4%	COC(=O)c1cn(C(=O)c2ccc3c(c2)OCO3)c2ccccc12
1.6%	COc1ccc(N2CCN(CCCn3cnc4c(SC)ncnc43)CC2)cc1
2.8%	COc1ccc(CN2C(=O)C(CC(=O)NCc3ccco3)CC(C(=O)N3CCOCC3)=C2C)cc1 (centres undefined)

Reformatted: 3 of the compounds above
C[C@@H]1CN([C@@H](C)CO)C(=O)CCCn2nncc2CO[C@@H]1CN(C)C(=O)NC1CCCCC1
  NS5 inhibitors: -4.0%
COC(=O)c1cn(C(=O)c2ccc3c(c2)OCO3)c2ccccc12
  NS5 inhibitors: 3.4%
COc1ccc(-n2nnnc2CNC(=O)C2CC(=O)N(c3ccc(F)cc3)C2)cc1 (centres undefined)
  NS5 inhibitors: -8.2%

Screening results from PubChem.

This is a subset, so the mix of outcomes need not match the whole.
